Screening data as filed in PubChem.
VP16 counter: VP16 counterscreen qHTS for inhibitors of ROR gamma transcriptional activity; Drosophila S2 Gal4-VP16 UAS-luciferase, luminescence, 20 h; Potency, µM (top dose mostly 53.6 µM), without a hit: at the top dose activity, negative = inhibition, usual class: inhibitors; hit rate 3.5% among 310,000; AID 2546, 2010;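 note: Gal4-VP16 expression switched on by copper sulfate through the metallothionein promoter; potency is the fitted concentration of half-maximal effect; % is set by controls: 0 for no effect and ±100 for the full control effect; nearly all actives have a fitted effect of over 50% in size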
ELG1 repair inh: qHTS screen for small molecules that inhibit ELG1-dependent DNA repair in human embryonic kidney (HEK293T) cells expressing luciferase-tagged ELG1 | Potency, µM (highest dose often 46.1 µM), for inactives: at the highest dose activity change, negative = inhibition, usual class: inhibitors | hit rate 2.3% among 330,000 | HEK293T ELG1-luciferase reporter, luminescence, 16 h; DNA damage induced by 5-fluorouridine; note: potency is the fitted concentration of half-maximal effect; % is set by controls: 0 for no effect and ±100 for the full control effect; nearly all actives have a fitted effect of over 55% in size
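DMSO vehicle served as the neutral condition. Each well held 2,000 cells given 5-fluorouridine plus compound; after 16 hr at 37 °C/5% CO2, ONE-Glo was added and luciferase measured 30 min later.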
RORg inh: qHTS for inhibitors of ROR gamma transcriptional activity; Nuclear receptor ROR-gamma (Mus musculus), P51450; Drosophila S2 Gal4-RORgamma UAS-luciferase reporter, 20 h; Potency, µM (top dose mostly 53.6 µM), without a hit: at the highest dose activity change, negative = inhibition, actives largely listed as inhibitors; hit rate 5.4% among 310,000; AID 2551, 2010; note: potency is the fitted concentration of half-maximal effect; % is set by controls: 0 for no effect and ±100 for the full control effect; nearly all actives have a fitted effect of over 60% in size
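In this cell-based reporter format, copper sulfate (700 uM final) drives Gal4–ROR gamma fusion expression from a metallothionein promoter in Drosophila Schneider cells; compounds preincubated 1 hr, reporter read after 20 hr at ambient temperature.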
NPC1 promoter act: qHTS Assay for NPC1 Promoter Activators | Huh7 NPC1 promoter luciferase reporter, 24 h | Potency, µM (doses to about 9.22 µM), for the others: top-dose activation, most hits filed as activators | hit rate 2.4% among 320,000 | AID 485313, 2010;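 note: potency is the fitted concentration of half-maximal effect; % of control where 0% means no effect; nearly all actives have a fitted effect of over 60% in size; reporter is driven by a mutant NPC1 promoter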
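NPC1 promoter–luciferase Huh7 cells; 24 h compound; luminescence.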
p53 reactivator: qHTS assay for re-activators of p53 using a Luc reporter; hit rate 0.063% among 320,000; Potency, µM (series often up to 92.2 µM), for inactives: at the top dose activity change, positive = activation, hits mostly activators; H1299 p53-A138V BP100-luciferase reporter, luminescence, 24 h; note: potency is the fitted concentration of half-maximal effect; % of control where 0% means no effect; nearly all actives have a fitted effect of over 45% in size
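p53-null H1299 cells stably carrying temperature-sensitive p53-A138V and a BP100-luciferase reporter were pinned with compounds (4-point, 1:5 series) and held 24 hrs at 37 deg C. Luminescence was read 10 min after detection reagent.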
FLuc counter: qHTS profiling assay for firefly luciferase inhibitor/activator using purifed enzyme and Km concentrations of substrates (counterscreen for miR-21 project). hit rate 6.9% among 360,000. purified FLuc, Km substrates, luminescence inhibition. Potency, µM (series often up to 57.5 µM), for inactives: at the top dose activity change, negative = inhibition, usual class: inhibitors;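 note: potency is the fitted concentration of half-maximal effect; plate controls were vehicle for no effect and reference inhibitor for full effect; nearly all actives have a fitted effect of over 55% in size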
Target sequence (P08659 whole entry, looked up): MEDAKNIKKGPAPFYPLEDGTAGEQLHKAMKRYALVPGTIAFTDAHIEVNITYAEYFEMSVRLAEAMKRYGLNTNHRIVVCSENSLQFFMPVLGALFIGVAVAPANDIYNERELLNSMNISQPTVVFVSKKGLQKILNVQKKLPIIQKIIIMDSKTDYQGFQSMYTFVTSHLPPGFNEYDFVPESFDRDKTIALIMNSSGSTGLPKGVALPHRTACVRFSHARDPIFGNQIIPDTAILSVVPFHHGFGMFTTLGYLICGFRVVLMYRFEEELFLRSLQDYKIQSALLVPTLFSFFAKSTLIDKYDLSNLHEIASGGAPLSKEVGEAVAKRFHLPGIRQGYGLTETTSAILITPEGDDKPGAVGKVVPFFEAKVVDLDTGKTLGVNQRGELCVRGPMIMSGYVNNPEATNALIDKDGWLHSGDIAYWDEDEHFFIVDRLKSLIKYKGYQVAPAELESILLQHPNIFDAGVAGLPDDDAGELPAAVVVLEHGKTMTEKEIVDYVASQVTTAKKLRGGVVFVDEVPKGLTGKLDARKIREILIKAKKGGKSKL
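Purified P. pyralis luciferase (10nM final) with 10uM D-luciferin and 10uM ATP (Km levels) in 50mM Tris acetate pH 7.5, 10mM Mg acetate, 0.01% Tween-20, 0.05% BSA; qHTS 6-point titration, ~60 µM downward; luminescence read.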
Tb PFK block: qHTS Assay to Find Inhibitors of T. brucei phosphofructokinase | ATP-dependent 6-phosphofructokinase (Trypanosoma brucei brucei), O15648 | T. brucei PFK, ADP-Glo luminescence | Potency, µM (series often up to 57.5 µM), for the others: top-dose activity, negative = inhibition, most hits filed as inhibitors | hit rate 0.17% among 330,000 | AID 485367, 2010;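 note: potency is the fitted concentration of half-maximal effect; 0% = uninhibited 1x PFK enzyme wells and -100% = no-enzyme wells; nearly all actives have a fitted effect of over 60% in size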
Target sequence (O15648 whole entry, looked up): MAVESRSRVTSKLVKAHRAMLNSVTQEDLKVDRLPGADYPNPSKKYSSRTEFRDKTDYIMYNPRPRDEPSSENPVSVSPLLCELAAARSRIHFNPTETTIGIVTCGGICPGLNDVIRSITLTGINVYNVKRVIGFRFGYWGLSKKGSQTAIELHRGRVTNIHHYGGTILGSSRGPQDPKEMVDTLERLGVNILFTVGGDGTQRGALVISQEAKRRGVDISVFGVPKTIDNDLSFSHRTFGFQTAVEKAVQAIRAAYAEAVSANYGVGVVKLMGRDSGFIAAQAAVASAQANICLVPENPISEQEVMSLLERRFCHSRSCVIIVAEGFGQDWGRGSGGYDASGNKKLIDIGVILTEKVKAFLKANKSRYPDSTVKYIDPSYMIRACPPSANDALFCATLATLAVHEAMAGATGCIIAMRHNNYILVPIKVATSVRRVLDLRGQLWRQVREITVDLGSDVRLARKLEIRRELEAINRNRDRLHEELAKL
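Compounds were pin-transferred as a titration series up to 57 uM into substrate buffer (0.5 mM F6P, 0.1 mM ATP, pH 8.0), then 1.25 nM PFK was added and reactions ran 45 min before ADP-Glo detection.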
BRCA1 expr up: qHTS Assay to Identify Small Molecule Activators of BRCA1 Expression; MCF7-BRCA1-FFLuc reporter, luminescence, 48 h; response scale: scaled: vehicle 0%, 10 µM genistein 100%; Potency, µM (top dose mostly 46.1 µM), for the others: top-dose activation, usual class: activators; hit rate 1.1% among 380,000; AID 624202, 2012; note: potency is the fitted concentration of half-maximal effect; nearly all actives have a fitted effect of over 80% in size; some results filed as inactive show a strong effect at the top dose
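Cells: MCF7-BRCA1-FFLuc, 2000/well. Exposure: 48 h, 37 °C, 5% CO2. Read: luminescence, 15 min post-substrate. Controls: genistein 10 microM (maximal activation), DMSO (neutral).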
Rab9 prom act: qHTS Assay for Rab9 Promoter Activators | hit rate 2.8% among 320,000 | AID 485297, 2010 | Huh7 Rab9 promoter-luciferase reporter, luminescence, 24 h | Potency, µM (highest dose often 9.22 µM), without a hit: at the top dose activation, negative = inhibition, actives largely listed as activators; note: potency is the fitted concentration of half-maximal effect; % of control where 0% means no effect; nearly all actives have a fitted effect of over 60% in size
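Stable Rab9-luc Huh7, 1500 cells/well, 2 h settle; cmpd in DMSO, 24 h, 37 °C/5% CO2; luciferase reagent 10 min RT; luminescence.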
TRPV1 ag: HTS Assay for Compounds that Act as Agonists of the Vanilloid Receptor 1 | TRPV1-expressing cells, Fluo-8 calcium influx, agonist mode | Transient receptor potential cation channel subfamily V member 1 (Homo sapiens), Q8NER1 | activation, % at 8.33 µM | hit rate 0.19% among 320,000; in the data active = activation above about 80%; inconclusive = between about 30% and that limit; note: 0% is about no effect
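TRPV1-expressing cells were cultured overnight at 35.5C and loaded with Fluo-8 calcium dye for 40 to 90 min at room temperature. After a 10 s baseline, compound was added and calcium influx was read kinetically for 3 min (ex 480/em 520 nm).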
ELG1 genotoxic: qHTS screen for small molecules that induce genotoxicity in human embryonic kidney (HEK293T) cells expressing luciferase-tagged ELG1. HEK293T ELG1-luciferase reporter, luminescence, 16 h. Potency, µM (series often up to 46 µM), without a hit: at the top dose activity change, positive = activation, actives largely listed as activators. hit rate 1.3% among 330,000; note: potency is the fitted concentration of half-maximal effect; % of control where 0% means no effect; nearly all actives have a fitted effect of over 60% in size
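After overnight (16 hr) compound treatment at 37 °C, ELG1-luciferase HEK293T cells were lysed with ONE-Glo; luminescence quantified 30 min later at room temperature.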
Starred values were filed as active, the others as inactive; ? = inconclusive; . = not tested or not shown; [ ] = dose if it differs, or a comment. Unless noted, calls come from the whole dose curve; as a rule, active = well fitted curve in the direction sought with a large enough effect; inconclusive = small, poorly fitted or top-dose-only effect, or another doubt; inactive = no such curve, though single readings can be large; an effect the other way counts as inactive or inconclusive.

Molecule	VP16 counter	ELG1 repair inh	RORg inh	NPC1 promoter act	p53 reactivator	FLuc counter	Tb PFK block	BRCA1 expr up	Rab9 prom act	TRPV1 ag	ELG1 genotoxic
CC(C)c1ccccc1-n1c(SCC(=O)N2CCc3ccccc3C2)nc2ccccc2c1=O	-15.5%	25.9µM*	25.8%	-5.3%	-8.5%	2.8%	3.4%	-49.4%	-0.8%	0.0	-16.3%
Cc1cc(NC(=O)COC(=O)C2CC(=O)N(c3ccccc3)C2)no1 (centres undefined)	0.4%	9.4%	-1.9%	-2.1%	1.1%	0.7%	-1.1%	39.6%	13.7%	0.6	1.3%
COCCN(CCOC)S(=O)(=O)c1ccc(C(=O)Nc2nc(C)c(C(C)=O)s2)cc1	20.1%	?	9.0%	0.3%	-5.8%	-16.7%	12.1%	15.3%	6.4%	-2.1	5.0%
COc1ccc(OCc2nn3c(Cn4cnc5ccccc54)nnc3s2)cc1	-17.8%	23.1µM*	38.0%	-1.6%	-11.0%	?	-0.5%	-59.3%	0.0%	0.1	-12.7%
O=C(NCc1ccccn1)c1ccc2ccccc2n1	10µM*	?	3.55µM*	3.7%	1.2%	2.2%	5.9%	-45.7%	3.0%	1.3	2.0%
Cc1cnc(C(=O)OCC(=O)Nc2ccc(C)c(S(=O)(=O)N3CCCCC3)c2)cn1	-12.7%	19.3%	6.0%	-0.5%	-13.5%	-1.6%	-1.1%	0.0%	-9.7%	1.2	-2.3%
Cn1c(=O)n(Cc2ccc(Cl)cc2)c2ccccc21	13.1%	1.0%	23.7%	-0.8%	-5.2%	-2.1%	1.5%	0.0%	-2.4%	6.3	0.8%
O=C(O)CCCC(=O)N1N=C(c2ccccc2)CC1c1ccc2c(c1)OCO2 (centres undefined)	0.7%	3.2%	-14.6%	0.9%	-2.1%	-2.8%	1.7%	-5.1%	4.1%	0.2	-0.3%
CC(C)Nc1nc(NC(C)C)nc(SCC(N)=O)n1	-0.9%	6.5%	-9.5%	-0.1%	-1.9%	-2.6%	0.6%	-5.2%	-8.0%	3.6	-0.2%
O=C(COC(=O)CNC(=O)c1ccccc1F)Nc1nnc(-c2ccccc2)o1	.	11.0%	.	-0.8%	-3.5%	?	0.0%	26.1%	1.6%	2.0	0.5%
CC(C)Oc1ccc(/C=N/NC(N)=S)cc1	2.82µM*	?	5.01µM*	?	?	15.1µM*	-3.9%	7.7%	?	7.8	17.5%
CS(=O)(=O)N1CCCC(C(=O)Nc2c(F)cccc2F)C1 (centres undefined)	-11.5%	8.5%	-1.6%[1.91 µM]	-6.4%	5.7%	3.6%	0.3%	-7.1%	4.3%	1.0	-1.5%
Cc1cc(NC(=O)c2cccnc2)ccc1Br	-10.1%	?	28.2%	?	-6.5%	?	1.1%	?	?	?	11.7%
COCc1cc(=O)[nH]c2cc(NC(=O)C(C)(C)CCl)c(C)cc12	18.2%	10.6%	-10.4%	-1.8%	2.3%	2.3%	-4.0%	5.0%	-1.9%	1.4	1.0%
Cc1ccc(S(=O)(=O)N2CCCCC2)cc1NC(=O)CSc1nccn1C	3.8%	3.8%	0.6%	0.7%	2.4%	-2.8%	2.1%	-2.9%	-2.5%	-0.1	-3.8%
CCCCN(C(=O)c1cccs1)c1c(N)n(Cc2ccccc2)c(=O)[nH]c1=O	.	2.9%	.	.	-10.2%	.	3.4%	-7.4%	.	.	5.3%
CCc1cc2c(C)cc(=O)oc2cc1Oc1ncccc1[N+](=O)[O-]	1.9%	-22.7%	-0.4%	1.2%	0.7%	-2.9%	0.2%	.	4.8%	1.8	9.2%
CC1CCN(CCOc2ccccc2-c2ccccc2)CC1	-9.9%	-10.4%	-17.3%	0.7%	1.4%	6.7%	-5.1%	-7.7%	0.2%	-0.7	0.0%
Cc1ccc(/C=C2\CCC(C3CCCC3)C2=O)cc1 (centres undefined)	?	?	-26.5%	3.16µM*	?	0.477µM*	7.0%	12.6µM*	3.55µM*	7.5	9.2µM*
CCN(CC)CCN1C(=O)C(=O)/C(=C(/O)c2ccc(F)cc2)C1c1cccnc1 (centres undefined)	-1.0%	10.0%	3.9%	-0.6%	3.1%	6.9%	-0.5%	1.8%	-8.7%	-2.7	0.0%
CC(NS(C)(=O)=O)C(c1cccs1)N1CCN(C)CC1 (centres undefined)	-4.5%	16.0%	10.4%	1.5%	-5.4%	4.8%	-1.4%	9.6%	7.4%	3.8	-0.2%
O=C1Nc2cc(C(=O)NCCCN3CCCC3)ccc2S/C1=C\c1ccccc1	-18.6%	?	-33.6%	0.2%	5.1%	?	-2.8%	-35.2%	-4.4%	1.3	1.1%[9.26 µM]
CC(CC(=O)O)C(=O)c1ccc(Cl)c([N+](=O)[O-])c1 (centres undefined)	-4.1%	-3.0%	16.5%	0.3%	1.7%	-15.1%	7.5%	-18.4%	-1.6%	-0.9	-4.4%
O=C1c2cccc3cccc(c23)N1CN1CCN(c2ccccn2)CC1	-0.6%	21.1%	-8.6%	6.1%	-5.2%	?	-4.7%	1.4%	0.0%	-1.2	14.3%
Cc1cccc(NC(=O)c2ccc(COc3ccc(Cl)cc3Cl)o2)n1	2.5%	3.6%	?	-3.0%	3.1%	-17.1%	4.5%	15.8%	2.0%	17.1	-6.0%
CCN(CC)S(=O)(=O)c1cccc(C(=O)NCC2(N3CCOCC3)CCCCC2)c1	.	-17.0%	.	-1.3%	-4.7%	0.7%	2.5%	-6.7%	-2.0%	15.0	-5.5%
c1ccc(-c2nnc3sc(CN4CCc5ccccc54)cn23)cc1	-11.6%	-5.7%	?	-6.0%	3.2%	-5.2%	-21.8%	-40.2%	-1.0%	28.9	-0.4%
CCOC(=O)C1(CCOc2ccccc2)CCN(Cc2ccc(O)c(OC)c2)CC1	-2.6%	?	31.7%	15.0%	6.5%	-2.1%	-0.5%	-42.5%	-9.2%	?	-2.8%
COc1ccc(-c2nnc(SCc3ccccc3F)o2)cc1OC	-2.4%	?	28.3%	29.1%	11.5%	23.9µM*	3.7%	80.4%	?	11.6	22.7%
CCOc1ccc(NC(=O)NCCN2C(C)CCCC2C)cc1 (centres undefined)	-3.5%	0.3%	36.3%	-0.8%	-8.0%	0.8%	-4.4%	1.9%	3.8%	1.6	0.3%
COc1ccc(-c2nc(NC(C)=O)sc2-c2ccc(OC)cc2)cc1	-16.5%	?	-37.6%	1.6%	-1.4%	-0.5%	-0.9%	-84.0%[inhibitor]	-0.3%	8.3	7.6%
Cc1ccccc1/C=N/NC(=O)c1sccc1C	-5.1%	?	-32.9%	?	?	1.51µM*	-7.6%	99.3%	2.24µM*	16.9	18.4µM*
Cc1noc(C(=O)N(C)c2ccccc2)c1Cl	3.5%	-0.9%	-5.5%	-0.2%	0.4%	0.4%	-7.7%	-9.6%	-5.8%	-0.5	-2.0%
COc1ccc2cc(CCNC(=O)c3ccc(Br)o3)c(=O)[nH]c2c1	-11.9%	-7.2%	22.6%	-1.3%	-14.4%	-10.5%	-0.2%	-16.8%	-1.7%	-0.4	-5.3%
Cc1cc2c(cc1S(=O)(=O)Nc1c(C)cccc1C)n(C)c(=O)c(=O)n2C	1.5%	-0.8%	10.4%	-7.2%	.	4.4%	-1.0%	-0.7%	1.8%	2.4	4.5%
c1ccc2c(N3CCCCCC3)nc(-c3ccncc3)nc2c1	-6.3%	7.31µM*	-39.1%	1.2%	-4.8%	-3.1%	0.5%	-32.9%	1.7%	22.1	-17.5%
O=C(CSc1ncccn1)NC1CCS(=O)(=O)C1 (centres undefined)	5.4%	7.6%	1.4%	-6.0%	9.2%	5.9%	0.3%	-0.3%	5.3%	2.1	1.6%
